# iPSC survival up: enhancers of human iPSC single-cell survival; hiPSC single-cell survival, ATPlite luminescence; 100% = ROCK inhibitor wells, 0% = DMSO; survival enhancement, % at 20 µM; 0.044% of 360,000 active; AID 602274; in the data active means survival enhancement above about 18%;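 further: cells exposed to compounds for 16 hours before the ATP read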
# TRPM1 prom inh: MITF TRPM1 promoter inhibition in SK-MEL-5 cells | SK-MEL-5 TRPM1 promoter luciferase, 24 h | inhibition, % at 12.5 µM | 0.83% of 330,000 active | AID 488899;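 active means mean inhibition across replicates of 60% or more, whatever share of single replicates reaches that level; inconclusive means some that reach 60%, reason not given; inactive means mean inhibition across replicates below 60%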; further: values of inactives mirror those of a sister screen read the other way
# m5-HT2A agonist: activates the mouse 5-HT2A serotonin receptor | activation, % at 7.6 µM | CHO-K1 mHTR2A beta-arrestin complementation, luminescence; percent of 30 µM serotonin response | P35363 | AID 624169 | 0.66% of 360,000 active;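 active means activation above a run cutoff, the mean activation of all tested compounds plus 3 SD, cut at about 14% in these data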;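 further: 0% = plate median of compound wells and 100% = 30 µM serotonin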
# Target sequence (P35363 whole entry, looked up): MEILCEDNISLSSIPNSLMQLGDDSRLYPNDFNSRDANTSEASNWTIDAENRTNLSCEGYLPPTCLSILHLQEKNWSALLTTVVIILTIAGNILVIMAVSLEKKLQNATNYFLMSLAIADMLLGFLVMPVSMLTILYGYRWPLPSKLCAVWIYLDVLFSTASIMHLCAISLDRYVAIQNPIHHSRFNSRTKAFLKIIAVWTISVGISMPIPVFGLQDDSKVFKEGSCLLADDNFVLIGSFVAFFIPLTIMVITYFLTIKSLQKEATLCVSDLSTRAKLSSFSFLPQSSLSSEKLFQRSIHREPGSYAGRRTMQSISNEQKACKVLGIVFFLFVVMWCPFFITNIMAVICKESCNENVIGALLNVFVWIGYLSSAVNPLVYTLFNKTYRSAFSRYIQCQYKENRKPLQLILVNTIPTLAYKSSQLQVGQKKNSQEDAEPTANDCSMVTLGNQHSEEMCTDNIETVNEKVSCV
# HIF-2a inh: blocks HIF-2a reporter activity | 786-0 RCC cells HIF-2a reporter, luciferase luminescence, overnight | inhibition, % at 18.8 µM | 0.72% of 360,000 active;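 active means inhibition of the luminescence signal of 40% or more relative to plate controls, in a single-dose primary screen at 18.75 µM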
# H9c2 protect: myocardial damage modulation in H9c2 cells | protection from H2O2 cell death, % at 20 µM | AID 588492 | H9c2 cardiomyocytes, H2O2 injury protection, ATPLite, 2 h | 0.63% of 360,000 active;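 active means compounds giving at least 50% protection of heart cells from peroxide-induced death in the single-dose screen, raw or plate-pattern-corrected value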;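 further: 0% = DMSO wells with peroxide and 100% = DMSO wells without peroxide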
# Peg3 prom inh: Peg3 promoter activity inhibition. HeLa PEG-Prom luciferase reporter, luminescence, overnight. inhibition, % at 20 µM. 1.7% of 360,000 active;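 active means inhibition of at least 50% at 20 µM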
# CaV13 FRET inh: Disruptors of the CACNA1D IQ motif to Ca2+-dependent inactivation inhibitor domain association, primary screening, Förster resonance energy transfer in intact living …; HEK cells, CFP/YFP FRET ICDI-IQ, plate reader, 10 min; percent FRET-ratio fall versus neutral wells; inhibition, % at 12.3 µM; 0.098% of 340,000 active; AID 743397;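 active means mean replicate inhibition of at least 30% and at least 1% of replicates passing that level; inconclusive means only one of the two criteria is met; inactive means neither criterion is met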;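 further: 0% = median of the neutral control wells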
# NR2E3 ag-1: agonists of human NR2E3 nuclear receptor. Q9Y5X4. CHO-S Gal4-NCOR/VP16-NR2E3 two-hybrid, luciferase. inhibition of corepressor binding, % at 3.98 µM. 0.35% of 360,000 active. AID 602229;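 active means inhibition above the mean of all tested compounds plus 3 SD, cut at about 70% in these data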;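 further: 0% = DMSO with NR2E3 transfected cells and 100% = cells lacking NR2E3 construct; higher means lower luciferase signal from less NR2E3 corepressor binding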
# PDI turbidity: blocks human protein disulfide isomerase activity. inhibition, % at 10 µM. AID 588391. 0.052% of 350,000 active. PDI insulin aggregation turbidity, A650, 90 min;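 active means mean inhibition across replicates of 30% or more, whatever share of single replicates reach that level; inconclusive means mean inhibition below 30% while every single replicate reaches 30%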;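 further: absorbance from insulin aggregation driven by PDI reduction with DTT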
# Target sequence (P07237 whole entry, looked up): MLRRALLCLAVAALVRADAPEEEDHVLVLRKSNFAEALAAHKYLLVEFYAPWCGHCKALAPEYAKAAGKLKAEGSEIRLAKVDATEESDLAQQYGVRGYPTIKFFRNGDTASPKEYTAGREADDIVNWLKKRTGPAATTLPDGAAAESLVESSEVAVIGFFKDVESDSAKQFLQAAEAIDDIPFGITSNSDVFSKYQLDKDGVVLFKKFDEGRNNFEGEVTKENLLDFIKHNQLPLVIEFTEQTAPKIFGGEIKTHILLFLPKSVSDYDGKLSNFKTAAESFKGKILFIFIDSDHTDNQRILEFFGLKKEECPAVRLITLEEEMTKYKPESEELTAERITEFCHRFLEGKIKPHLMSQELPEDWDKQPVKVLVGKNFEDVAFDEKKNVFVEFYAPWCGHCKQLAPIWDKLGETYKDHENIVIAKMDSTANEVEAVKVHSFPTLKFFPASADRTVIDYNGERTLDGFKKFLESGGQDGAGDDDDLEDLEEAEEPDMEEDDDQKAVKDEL
# Shn3 inh set2: inhibitors of Schnurri-3 3'UTR reporter in osteoblasts. Clone20 osteoblast Shn3 3'UTR firefly luciferase, 24 h. 0.52% of 360,000 active. AID 588674. inhibition, % at 12.5 µM;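 active means mean inhibition of at least 75% with every replicate also reaching 75%; inconclusive means mean inhibition at least 75% but some replicate below; inactive means mean inhibition below 75%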;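 further: 0% = median of neutral control wells and 100% = pilot-screen positive control compound; some compounds past the cut are filed as inactive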
# NR2E3 ag-2: activates human photoreceptor nuclear receptor NR2E3; GST-NR2E3/biotin-RetCOR TR-FRET, 1536-well; 0.12% of 320,000 active; Q9Y5X4; AID 2300; inhibition of corepressor binding, % at 4.78 µM;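 active means percent inhibition above the cutoff of mean plus 3 SD of all tested compounds, set per screening campaign, cut at about 20% in these data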;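 further: 0% = DMSO wells and 100% = biotin wells as full block of FRET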
#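 system = GST-tagged NR2E3 plus biotinylated RetCOR corepressor | input = 1.35 nM GST-NR2E3 | also added = 7 nM biotin-RetCOR | schedule = 5 h incubation at 4 °C | measured by = TR-FRET with europium anti-GST and streptavidin-D2, 340 nm excitation | read-out = percent loss of FRET ratio relative to control wells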
# Active calls of the source: *; u = inconclusive; x = not tested or not shown.
compound,NR2E3 ag-1,CaV13 FRET inh,Peg3 prom inh,Shn3 inh set2,iPSC survival up,H9c2 protect,TRPM1 prom inh,m5-HT2A agonist,PDI turbidity,HIF-2a inh,NR2E3 ag-2
CCOC(=O)c1cnc(N2CC2)nc1N,-9,-10,1,8,-3.7,2,15,7,-13,-29,x
CCc1ccccc1N1C(=O)CC(=O)NC1=O,3,-6,-18,-16,-0.1,-6,11,2,-3,-10,-2
COc1ccc(-c2ccc3n2Cc2cnnn2-c2ccccc2-3)cc1,-110,-3,-136,-26,0.8,-7,-16,14,0,-150,x
CC1(C)CC(N(CCc2ccccc2)Cc2ccccc2)CCO1 (stereo not drawn),-13,-2,13,-3,-0.6,2,7,-1,-2,17,-2
O=C1NC(=O)C(C2CCOC2=O)N1 (stereo not drawn),-23,-17,2,2,4.1,-2,x,3,2,7,x
COc1ccc2c(C)c(CC(=O)N3C[C@H]4C[C@@H](C3)c3cccc(=O)n3C4)c(=O)oc2c1C,-15,x,-3,-17,0.1,4,-4,-4,x,2,3
CC(=O)c1ccc2c(c1)OCO2,0,x,4,-21,-1.3,3,-1,1,x,2,3
COc1ccc(OCC#CCN2CCNCC2)cc1,-8,-20,-15,5,-0.2,2,-11,2,9,-12,0
COc1ccc(CCn2c(O)c(/C=N/NC(=O)c3ccncc3)c(=O)[nH]c2=O)cc1OC,8,-15,3,-1,2.8,1,3,-3,-6,9,2
CN1C(=O)N(C)C(=O)C(CCc2ccncc2)(Cc2ccc3c(c2)OCO3)C1=O,-4,-4,6,-4,0.0,4,-1,1,6,13,3
CCOC(=O)c1[nH]ncc1CN1CCCC(C(=O)c2cccc(Cl)c2)C1 (stereo not drawn),6,-3,1,9,-0.1,-3,2,-3,-5,2,0
O=C(COc1ccc2ccc(=O)oc2c1)N1CCC(C(=O)O)(c2ccccc2)CC1,2,x,7,8,2.5,-3,1,-2,x,8,-2
O=[N+]([O-])c1ccc(C2[C@H]3C(c4ccccc4)=NC4(CCCC4)N23)cc1 (stereo partly drawn),-12,-5,9,-11,2.2,-9,-8,-3,0,-3,0
C[C@]12CCC3C(CC[C@H]4C[C@@H](O)CC[C@]34C)C1C[C@@H](N)[C@@H]2O (stereo partly drawn),-1,-5,-9,12,2.0,-1,-17,-2,1,29,x
FC(F)(F)Oc1ccc(C2NCc3ccccc3-n3cccc32)cc1 (stereo not drawn),-14,-2,11,30,0.1,-5,-4,0,-2,24,0
CC(=O)N1N=C2C3CCN(CC3)C2C1c1ccccc1 (stereo not drawn),-58,-7,6,0,1.9,-2,-18,5,6,13,2
CN(C)C1C(=O)C(C(N)=O)=C(O)C2(O)C(=O)C3=C(O)c4c(O)cccc4C(C)(O)C3CC12 (stereo not drawn),-14,x,11,22,-1.4,6,1,-1,-4,0,2
CCn1nc(-c2cccs2)nc2c(=O)n(C)c(=O)nc1-2,106*,x,118*,97*,-4.1,-23,100*,6,u,80*,x
CC(NC(=O)Oc1ccccc1)C(c1cccs1)N1CCOCC1 (stereo not drawn),-15,-8,6,-18,-0.3,7,-5,2,-3,6,2
CC[n+]1c(SC)ccc2cc(OC)ccc21,-44,-5,-7,-5,0.2,-5,-15,0,0,15,0
COc1ccccc1CCNC1C2CC3CC(C2)CC1C3 (stereo not drawn),12,-5,4,-24,-1.3,-4,-14,-9,16,25,-3
CCCOC(=O)c1ccccc1C(=O)OCCC,-9,x,1,7,1.9,1,5,0,x,19,2
O=c1[nH]c(O)c(C=Nc2ccc(Cl)c(C(F)(F)F)c2)c(=O)[nH]1,7,-5,21,-14,2.5,-2,-3,-1,-2,19,-1
COc1ccc(OC)c(N2C(=O)NC(=O)/C(=C/c3ccc([N+](=O)[O-])s3)C2=O)c1,-2,1,7,3,0.0,-20,1,3,16,14,4
C[C@@H]1CN([C@H](C)CO)C(=O)CCCn2nncc2CO[C@@H]1CN(C)C(=O)Oc1ccc2ccccc2c1,-6,-4,-3,2,0.9,15,x,8,4,1,x

# (cont.)
compound,NR2E3 ag-1,CaV13 FRET inh,Peg3 prom inh,Shn3 inh set2,iPSC survival up,H9c2 protect,TRPM1 prom inh,m5-HT2A agonist,PDI turbidity,HIF-2a inh,NR2E3 ag-2
COC(=O)C1=C(c2ccc(F)cc2F)C[C@@H]2CC[C@H]1N2C(=O)NC1CCCCC1,-15,x,-10,1,0.7,3,3,-4,1,-8,9
Cc1cc(=O)oc2c(C)c(OCC(=O)N3CCC(C(=O)O)(c4ccccc4)CC3)ccc12,-20,x,-11,12,0.4,-2,-8,5,x,10,-1
COc1ccc(CC(=O)C2C(=O)N(C)c3ccccc32)cc1OC (stereo not drawn),6,-5,15,-20,3.8,0,-16,6,-4,2,x
CN(C)C(=O)Oc1c(Cl)cc(Cl)c2ccccc12,-6,x,21,-10,3.9,0,-2,1,9,15,3
C=CCC1(CC)C(=O)NC(=S)NC1=O,-8,-6,-10,-12,0.6,9,-17,-3,2,-7,x
O=c1c2ccccc2nc(/C=C/c2ccc([N+](=O)[O-])o2)n1-c1ccc(O)cc1,22,-7,103*,98*,-0.6,17,94*,-5,3,67*,x
CC(=O)[C@@]1(O)CC[C@H]2[C@@H]3CC=C4C[C@@H](O)CC[C@]4(C)[C@H]3CC[C@@]21C,-28,-5,-13,5,2.4,4,0,-4,-3,-6,-2
CNc1cc(N2CCN(C)CC2)ccc1[N+](=O)[O-],-10,-3,15,-4,-4.0,11,-6,4,14,17,-1
O=C(O)Cn1cc(/C=C2\C(=O)NC(=O)N(c3ccc(Br)cc3)C2=O)c2ccccc21,-18,-12,9,6,1.7,1,0,0,-2,11,0
O=C(Nc1cccc(Cl)c1)OCC#CCN1CCCC1,-24,-5,-74,23,-2.2,-9,-28,-2,7,-125,x
CCC(c1nnnn1Cc1ccccc1)N1CCC(n2c(=O)[nH]c3ccccc32)CC1 (stereo not drawn),30,-4,75*,32,0.4,51*,x,7,x,-23,x
Cc1ccc(C)c(NP(=O)(Oc2ccccc2)Oc2ccccc2)c1,32,-5,63*,4,-0.2,8,-10,-4,4,10,4
CC[C@H](C)[C@@H](C(=O)N1CCCC1c1nccs1)N(C)C(=O)[C@H](CC(C)C)N(C)C(=O)[C@H](Cc1ccc(OC)cc1)N(C)C(=O)/C=C(\C)OC (stereo partly drawn),-15,-4,-7,-4,2.1,15,8,-2,4,-4,x
COC(=O)C1=C(c2cccc(C#N)c2)C[C@@H]2CC[C@H]1N2C(=O)N1CCCCC1,-16,-2,0,-36,1.9,-4,-4,0,0,14,7
O=C1C(=O)c2ccccc2-c2ccccc21,68,-5,101*,117*,-5.6,-33,110*,12,167*,98*,37*
O=C1CC(N2CCC(n3c(=O)[nH]c4ccccc43)CC2)C(=O)N1c1ccc(F)cc1 (stereo not drawn),-17,-7,3,-17,6.9,21,-5,1,-2,23,0
C=CCn1c(O)c(C(=O)CCCCCC)c(=O)[nH]c1=O,13,-6,19,-13,-2.9,-3,3,8,15,11,3
Cc1cc(OCc2cc(C(=O)O)oc2C)c2c3c(c(=O)oc2c1)CCCC3,-8,-3,0,8,-3.0,4,5,2,1,14,2
O=c1c2ccc(Cl)cc2[nH]c(=S)n1-c1cccnc1,6,-21,6,18,0.1,-1,11,2,3,23,-1
O=C(O)CNC1c2ccccc2CSc2ccccc21 (stereo not drawn),-3,8,6,x,-0.4,-2,x,0,15,14,4
CC(C)c1ccc(-n2c(O)c(/C=N/NC(=O)c3ccncc3)c(=O)[nH]c2=O)cc1,-15,-2,5,4,0.4,3,2,1,0,16,2
COC12c3ccccc3-c3ccccc3C1C(C(=O)O)C2C(=O)O (stereo not drawn),2,-5,-4,-11,-1.0,5,x,0,x,20,x
CC(=O)O[C@@]12CO[C@@H]1C[C@@H](O)[C@@]1(C)C(=O)[C@H](O)C3=C(C)[C@@H](OC(=O)[C@H](O)[C@@H](NC(=O)c4ccccc4)c4ccccc4)C[C@@](O)([C@@H](OC(=O)c4ccccc4)C12)C3(C)C (stereo partly drawn),-10,x,17,21,-0.8,-2,x,5,x,22,-3

# Grouped by structure: the compounds so far with a halogen (9)
compound,NR2E3 ag-1,CaV13 FRET inh,Peg3 prom inh,Shn3 inh set2,iPSC survival up,H9c2 protect,TRPM1 prom inh,m5-HT2A agonist,PDI turbidity,HIF-2a inh,NR2E3 ag-2
CCOC(=O)c1[nH]ncc1CN1CCCC(C(=O)c2cccc(Cl)c2)C1 (stereo not drawn),6,-3,1,9,-0.1,-3,2,-3,-5,2,0
FC(F)(F)Oc1ccc(C2NCc3ccccc3-n3cccc32)cc1 (stereo not drawn),-14,-2,11,30,0.1,-5,-4,0,-2,24,0
O=c1[nH]c(O)c(C=Nc2ccc(Cl)c(C(F)(F)F)c2)c(=O)[nH]1,7,-5,21,-14,2.5,-2,-3,-1,-2,19,-1
COC(=O)C1=C(c2ccc(F)cc2F)C[C@@H]2CC[C@H]1N2C(=O)NC1CCCCC1,-15,x,-10,1,0.7,3,3,-4,1,-8,9
CN(C)C(=O)Oc1c(Cl)cc(Cl)c2ccccc12,-6,x,21,-10,3.9,0,-2,1,9,15,3
O=C(O)Cn1cc(/C=C2\C(=O)NC(=O)N(c3ccc(Br)cc3)C2=O)c2ccccc21,-18,-12,9,6,1.7,1,0,0,-2,11,0
O=C(Nc1cccc(Cl)c1)OCC#CCN1CCCC1,-24,-5,-74,23,-2.2,-9,-28,-2,7,-125,x
O=C1CC(N2CCC(n3c(=O)[nH]c4ccccc43)CC2)C(=O)N1c1ccc(F)cc1 (stereo not drawn),-17,-7,3,-17,6.9,21,-5,1,-2,23,0
O=c1c2ccc(Cl)cc2[nH]c(=S)n1-c1cccnc1,6,-21,6,18,0.1,-1,11,2,3,23,-1

# High-throughput results: PubChem BioAssay, several laboratories

# An excerpt; count on the stated rates, not on these rows.
